CBFb RUNX1 block: qHTS Assay for Compounds Blocking the Interaction Between CBF-beta and RUNX1 for the Treatment of Acute Myeloid Leukemia; Runt-related transcription factor 1 (Homo sapiens) + Core-binding factor subunit beta …; AlphaScreen CBFb-His/RUNX1-biotin binding, biochemical; Potency, µM (highest dose often 59.8 µM), for the others: at the highest dose activity, negative = inhibition, most hits filed as inhibitors; 230,000 tested, under 10 active; note: % of control where 0% means no effect
Target sequence (Q01196 whole entry, looked up): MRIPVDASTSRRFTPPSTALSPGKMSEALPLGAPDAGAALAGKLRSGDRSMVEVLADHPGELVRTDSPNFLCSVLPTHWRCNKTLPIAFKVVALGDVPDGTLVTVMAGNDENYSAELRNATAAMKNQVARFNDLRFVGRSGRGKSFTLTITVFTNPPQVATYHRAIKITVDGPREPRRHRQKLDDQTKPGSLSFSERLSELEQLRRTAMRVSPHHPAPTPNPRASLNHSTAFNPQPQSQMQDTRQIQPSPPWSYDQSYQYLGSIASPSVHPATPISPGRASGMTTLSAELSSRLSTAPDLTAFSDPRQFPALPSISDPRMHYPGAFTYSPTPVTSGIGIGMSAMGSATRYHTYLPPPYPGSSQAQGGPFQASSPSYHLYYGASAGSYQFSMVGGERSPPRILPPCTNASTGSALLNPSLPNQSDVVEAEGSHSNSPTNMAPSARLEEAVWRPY
Target sequence (Q13951 whole entry, looked up): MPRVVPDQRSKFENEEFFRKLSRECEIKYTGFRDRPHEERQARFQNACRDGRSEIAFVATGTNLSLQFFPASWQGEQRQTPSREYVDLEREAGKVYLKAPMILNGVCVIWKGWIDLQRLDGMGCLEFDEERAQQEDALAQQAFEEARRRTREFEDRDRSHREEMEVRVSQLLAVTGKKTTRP
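Room-temperature protein-protein interaction test with 30 nM each of His-tagged CBF-beta and biotinylated RUNX1, 15 min with compound, then 90 min with nickel plus streptavidin beads. Signal read in AlphaScreen mode.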
LMNA splice mod: qHTS Assay for Modulators of Lamin A Splicing; HeLa LMNA splicing GFP/RFP minigene ratio, 48 h; Potency, µM (highest dose often 46.1 µM), inactives show at the highest dose ratio change, negative = inhibition, usual class: inhibitors; 0.01% of 200,000 active; active = well fitted inhibition curve with a large enough effect in the signal ratio, with a control signal flat, not every such curve was filed as active; inconclusive = small, poorly fitted or top-dose-only effect, or effect the other way, or a change in a side signal; the % refers to the signal ratio; note: potency is the fitted concentration of half-maximal effect; % is set by controls: 0 for no effect and ±100 for the full control effect
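Read-out is the ratio of GFP to DsRed2 object intensity, acquired by 488 nm laser-scanning cytometry on HeLa lamin A-EGFP minigene reporter cells. Compound incubation 48 hrs at 37 °C in Opti-MEM with 2% FBS; DMSO 0.5% final.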
HTT aggregate: qHTS Multiplex Assay to Identify Dual Action Probes in a Cell Model of Huntington: Aggregate Formation (GFP). PC12 HttQ103-GFP aggregates, Acumen cytometry, 40 h. Potency, µM (doses to about 46.1 µM), for the others: top-dose activity change, negative = inhibition, actives largely listed as inhibitors. 1.1% of 220,000 active. AID 1688, 2009; note: potency is the fitted concentration of half-maximal effect; % is set by controls: 0 for no effect and ±100 for the full control effect; nearly all actives have a fitted effect of over 60% in size
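Aggregates are detected as GFP objects 1–25 µm with signal 6 STDEV over background in lysates of induced PC12 cells. These carry Huntingtin exon 1 with 103 glutamines fused to GFP under an ecdysone promoter; compounds titrated.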
GAA glycogen mod: qHTS Assay for Inhibitors and Activators of Human alpha-Glucosidase Cleavage of Glycogen | Lysosomal alpha-glucosidase (Homo sapiens), P10253 | recombinant GAA, glycogen substrate, Amplex Red glucose oxidase fluorescence | Potency, µM (top dose mostly 76.4 µM), inactives show top-dose activity change, negative = inhibition, most hits filed as inhibitors | 0.38% of 300,000 active | AID 2100, 2009;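 note: potency is the fitted concentration of half-maximal effect; 0% = full enzyme reaction and -100% = no-enzyme basal signal; the screen sought inhibitors and activators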
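Recombinant human enzyme (4 nM); glycogen substrate; 37 C, 40 min, pH 5.0. Readout: coupled glucose oxidase/Amplex Red fluorescence.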
GAA spleen mod: qHTS Assay for Inhibitors and Activators of Human alpha-Glucosidase From Spleen Homogenate; Lysosomal alpha-glucosidase (Homo sapiens), P10253; human spleen homogenate, 4-MU-alpha-glucoside fluorescence; Potency, µM (top dose mostly 79.9 µM), for the others: at the top dose activity change, negative = inhibition, usual class: inhibitors; 0.006% of 240,000 active; AID 2112, 2009;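 note: potency is the fitted concentration of half-maximal effect; 0% = enzyme with vehicle and -100% = no enzyme basal signal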
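AC50 values come from Hill-equation fits of concentration-response data, normalized to no-enzyme and full-activity controls. Enzyme source: 1 ug human spleen homogenate; 1 mM fluorogenic 4-MU glucoside, pH 5.0 citrate buffer, 37 C, 40 min.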
GAA inh: qHTS Assay for Inhibitors of Human alpha-Glucosidase as a Potential Chaperone Treatment of Pompe Disease. Lysosomal alpha-glucosidase (Homo sapiens), P10253. purified human GAA, 4-MU-alpha-glucoside fluorescence. Potency, µM (doses to about 76.9 µM), inactives show top-dose activity change, negative = inhibition, usual class: inhibitors. 0.005% of 200,000 active;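 note: potency is the fitted concentration of half-maximal effect; plate controls were uninhibited enzyme wells for no effect and no-enzyme background for full effect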
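Human alpha-glucosidase, 4 nM, pre-mixed with test compounds before 400 uM 4-methylumbelliferyl substrate; 20 min room temperature at pH 5.0. Fluorescence read after pH 10 stop; AC50 values from Hill-equation fits.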
HTT cytoprotect: qHTS Multiplex Assay to Identify Dual Action Probes in a Cell Model of Huntington: Cytoprotection (ATP); PC12 HTT-Q103 induced, cytoprotection, ATP luminescence, 40 h; Potency, µM (series often up to 56.4 µM), inactives show cytoprotection (ATP increase), actives largely listed as activators; 0.14% of 230,000 active; AID 1471, 2008;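 note: potency is the fitted concentration of half-maximal effect; % of control where 0% means no effect; nearly all actives have a fitted effect of over 45% in size; toxic huntingtin expression switched on by the ecdysone agonist tebufenozide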
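Readout: ATPlite luminescence (ATP level). Model: stable PC12, inducible Htt exon1 Q103-GFP. Inducer: tebufenozide, 100 nM final. Compounds: dose series. No G418 in medium.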
* = called active by the depositor; ? = inconclusive; . = no result given; & = joins results of further samples; [ ] = dose if it differs, or a comment. Unless noted, calls come from the whole dose curve; as a rule, active = well fitted curve in the direction sought with a large enough effect; inconclusive = small, poorly fitted or top-dose-only effect, or another doubt; inactive = no such curve, though single readings can be large; an effect the other way counts as inactive or inconclusive.

canonical_smiles	CBFb RUNX1 block	LMNA splice mod	HTT aggregate	GAA glycogen mod	GAA spleen mod	GAA inh	HTT cytoprotect
CC(C)C(NC(=O)C12CC3CC(CC(C3)C1)C2)C(=O)NC1=NCCS1 (stereo not drawn)	3%	-5%	-5%	10%	-1%	-1%	-3%
O=c1c(O)c(-c2cccc(O)c2)oc2ccccc12	17%[21.7 µM]	.	.	.	-6%	.	29%[1.9 µM]
CC(C)CCn1nnnc1C(c1ccc(N(C)C)cc1)N1CCN(C(=O)c2ccco2)CC1 (stereo not drawn)	-3%	13%	17%	-8%	-11%	7%	-3%[10 µM]
OCCN(CCO)CC(O)Cn1c2ccccc2c2ccccc21 (stereo not drawn)	?	5%	8%	-2%	-1%	-5%	-22%[0.074 µM]
O=C(Nc1cccc(-c2nc3cc(Cl)ccc3o2)c1)C1CCCO1 (stereo not drawn)	-2%	-19%	-15%	-6%	6%	-8%	-30%
COC(=O)C1CCN(C(=O)COc2ccc(Cl)cc2)CC1	8%	6%	0%	-1%	-6%	-1%	1%
CCN(CC)C1=CC2=CC(=C(C#N)C#N)CCC2CC1 (stereo not drawn)	7%	?	0.1µM*	-7%	-2%	0%	-23%[10 µM]
CCN(CC)CCOC(=O)c1cc(Cl)c(N)cc1OC	1%&27%&10%	-16%	.	.	-12%&2%&-2%	.	-7%
CCCCNC(=O)N(O)C1N(CCCC)C(=O)N(CC(=O)OC)C1(C)C (stereo not drawn)	12%	-7%	-18%	-7%	-4%	-6%	15%[10 µM]
Cc1ccc(CS(=O)(=O)c2ccc(C(=O)N3CCCCC3)cc2[N+](=O)[O-])cc1	-6%	.	-23%	5%	.	?	-1%
CNc1ccccc1NC(=O)CCn1c(=S)oc2ccccc21	3%	.	10%[9.22 µM]	-3%	0%	.	-14%[10 µM]
Fc1ccccc1N1CCN(c2nc(-c3cccs3)nc3ccccc23)CC1	24%	.	-14%	-7%	4%	-12%	-32%[inhibitor]
Cn1c(CNC(=O)c2ccccc2F)nnc1SCc1ccc(F)cc1	-4%	0%	12%	-2%	-5%	-1%	10%[10 µM]
Cc1ccc(C(=O)/C=C2\NCC(C)NC2=O)cc1 (stereo not drawn)	2%	8%	-2%	1%	-8%	-1%	-78%[inhibitor]
CN1CCN(c2ccc(NC(=O)c3ccc(C(F)(F)F)cc3)cn2)CC1	-11%	-11%[46 µM]	-16%	0%	0%	-1%	21%[10 µM]
COc1cccc(NC(=S)N(CCc2nc3cc(C)c(C)cc3[nH]2)Cc2cccnc2)c1	-5%	4%	12%	-16%	-8%	-7%	-30%
O=C1CC(c2ccc(Cl)c([N+](=O)[O-])c2)c2ccc3ccccc3c2N1 (stereo not drawn)	15%	?	-7%	0%	-9%	3%	.
O=c1c(CCc2ccccc2)nc2cnc(N3CCNCC3)nc2n1-c1ccccc1	.	-10%	.	.	0%	.	13%
Cc1sc2nc(SCC(=O)NCCO)n(-c3ccccc3)c(=O)c2c1C	5%	?	4%[9.22 µM]	5%	0%	8%	9%[10 µM]
COc1ccc([N+](=O)[O-])cc1NC(=O)c1cn(-c2ccc(Cl)cc2)c(=O)c2ccccc12	10%	5%	4%	2%	-1%	?	-10%[10 µM]
O=C(NCCN1CCOCC1)c1ccc2c(c1)ncn2C1CCCCC1	-1%	6%[0.0737 µM]	-13%	-2%	-4%	5%	7%
CCc1nccn1Cc1cc(C=O)ccc1OC	16%	.	-9%	9%	.	3%	-16%
O=S(=O)(NCC1CCCO1)c1cc(Br)c(Br)s1 (stereo not drawn)	7%	1%	-12%	2%	1%	?	-6%[1.9 µM]
CCOc1ccc(NC(=O)C2CC(=O)N(C(C)C)C2)cc1 (stereo not drawn)	10%	7%	-12%	5%	12%	-4%	8%[1.9 µM]
CCCc1cc2c(=O)c(-c3ccccn3)c(C)oc2cc1O	4%	2%	-11%	3%	2%	-2%	-23%[10 µM]
O=C(O)Cc1coc2ccc3ccccc3c12	3%	.	23%	4%	0%	1%	.
Cc1ccc(S(=O)(=O)Nc2ccc3c(c2)nc2n3CCN(Cc3ccccc3)C2)cc1	-8%	-8%	-6%	-1%	-15%	?	0%
O=C(O)CC1(CC(=O)NCc2ccncc2)CCCCC1	8%	.	0%[9.22 µM]	2%	0%	-4%	-8%[10 µM]
O=C(NNC(=O)c1ccccc1Br)c1ccc(Cl)c(Cl)c1	0%	4%	21%	-1%	-9%	3%	-20%
Cc1nccn1CCC1CCCCN1C(=O)CCc1nnc(-c2ccsc2)o1 (stereo not drawn)	18%	.	-11%[9.22 µM]	-10%	3%	-13%	9%[10 µM]

Compound profiles (already shown):
Record of CCOc1ccc(NC(=O)C2CC(=O)N(C(C)C)C2)cc1 (stereo not drawn) : CBFb RUNX1 block = 10%; LMNA splice mod = 7%; HTT aggregate = -12%; GAA glycogen mod = 5%; GAA spleen mod = 12%; GAA inh = -4%; HTT cytoprotect = 8%[1.9 µM]
Record of Cc1ccc(S(=O)(=O)Nc2ccc3c(c2)nc2n3CCN(Cc3ccccc3)C2)cc1 : CBFb RUNX1 block = -8%; LMNA splice mod = -8%; HTT aggregate = -6%; GAA glycogen mod = -1%; GAA spleen mod = -15%; GAA inh = ?; HTT cytoprotect = 0%

Further entries:
canonical_smiles	CBFb RUNX1 block	LMNA splice mod	HTT aggregate	GAA glycogen mod	GAA spleen mod	GAA inh	HTT cytoprotect
CC1(Br)C2CCCC1C2S(=O)(=O)c1ccccc1 (stereo not drawn)	6%	-4%	-5%	11%	-7%	-5%	1%[1.9 µM]
Cc1ccc(C(=O)Nc2ccc(Cl)cn2)cc1S(=O)(=O)N1CCOCC1	3%	-16%	-25%	2%	-5%	-5%	-11%
Cc1nc(N)sc1-c1csc(N(C)c2ccc(O)cc2)n1	?	?	-11%	25µM*	-1%	1%	-34%
N#C/C(=C\c1ccccc1OCc1ccc(C(=O)O)cc1)C(=O)Nc1ccc(O)cc1	0%	.	-12%	-1%	0%	1%	-25%
CC(C)=CCN1CCN(Cc2cc(F)ccc2-n2nc(C)cc2C)CC1CCO (stereo not drawn)	2%	-7%[46 µM]	15%[9.22 µM]	-4%	-25%	4%	?
Cc1ccc(N2C(=O)c3ccccc3C2C(=O)c2ccc(C)c(C)c2O)cc1 (stereo not drawn)	-8%	.	19%[9.22 µM]	-28%	1%	-8%	24%[10 µM]
COc1cc(C2c3c(oc4ccccc4c3=O)C(=O)N2Cc2ccco2)ccc1O (stereo not drawn)	-1%	14%[0.0737 µM]	10%	-7%	-2%	1%	-20%
Nc1ccc(-c2nc3cc(N)ccc3s2)cc1	4%	-7%[46 µM]	15%[9.22 µM]	21%	-3%	?	-53%[inhibitor][10 µM]
COc1ccc(-c2noc(-c3ccc(Cl)cc3)n2)cc1	10%	5%	6%	2%	-9%	-2%	29%[1.9 µM]
N#Cc1nc(COc2ccccc2)oc1N1CCCCC1	-27%	9%	?	2%	-7%	-12%[15.4 µM]	-16%
Cn1c2ccccc2c2ncn(CCCN3CCOCC3)c(=O)c21	3%	3%	0%	-1%	-5%	?	-16%[0.074 µM]
CCC1CN(C(=O)Nc2ccc(C)cc2)c2cc(C)ccc2O1 (stereo not drawn)	0%	-4%[46 µM]	5%[9.22 µM]	-3%	-5%	10%	17%[10 µM]
O=C(O)Cn1c(CCS(=O)(=O)c2ccc(Br)cc2)nc2ccccc21	-3%	.	8%	6%	3%	-1%	.
N#CC12C(N)=NC3(OCCO3)C1(C#N)C1=C(CCC1)NC2c1ccccc1 (stereo not drawn)	6%	-1%	-10%	-24%	-13%	6%	-6%[0.074 µM]
Cc1cccc(OCC(=O)OCC(=O)c2c(N)n(C)c(=O)n(C)c2=O)c1	1%	-9%	-17%	5%	1%	2%	2%[10 µM]
O=C(COc1ccc(Br)cc1Br)NC1CCCC1	4%	.	7%	1%	-2%	-6%	-36%[inhibitor]
COc1ccc(CCNC(=O)CSc2nc(N)c(C#N)c(-c3cccs3)c2C#N)cc1OC	-7%	?	-7%	-6%	-13%	-3%	-10%[0.074 µM]
COc1cccc(-n2c(SC)nnc2-c2c[nH]c3ccccc23)c1	3%	-14%	9%	3%	-2%	-1%[15.4 µM]	-17%
Cc1cc(C)n(-c2cccc(Cl)c2)c(=O)c1C#N	5%	0%	20%	5%	-6%	5%	-7%
O=C(NC1CC1)c1sccc1-n1cccc1	-2%	-3%	-3%	4%	6%	-8%	13%
COCCn1c(=S)[nH]c2cc(OC)c(OC)cc2c1=O	2%	-2%	-3%	0%	-3%	-2%	-18%[0.074 µM]
O=C1C2C3c4ccccc4C(c4ccccc43)C2C(=O)N1c1cccnc1 (stereo not drawn)	0%	-8%	-23%	-4%	-3%	-4%	12%[10 µM]
CC(=O)NC(c1ccccc1)c1cccnc1 (stereo not drawn)	3%	3%	-29%	-6%	-2%	2%	-16%
CCN(CC)c1ccc(S(=O)(=O)N(CC)CC)cc1NC(=O)c1cccnc1	6%	?	-27%	-24%	-2%	1%	-16%[10 µM]
COc1ccc(OC)c2c(N3CC(C)OC(C)C3)cc(C(F)(F)F)nc12 (stereo not drawn)	1%	8%	-3%	3%	-1%	-1%	17%
COc1cc(C(=O)O/N=C(\N)c2cccc([N+](=O)[O-])c2)cc(OC)c1OC	5%	.	6%[9.22 µM]	5%	-6%	.	18%[10 µM]
O=C(O)CCCC(=O)NS(=O)(=O)c1ccc(Cl)cc1	4%	-2%	-4%	14%	-12%	2%	-2%
Fc1cccc2sc(Nc3nnc(-c4ccccc4)o3)nc12	-7%	?	11µM*	2%	3%	?	-6%[1.9 µM]

Screening data deposited in PubChem by National Center for Advancing Translational Sciences (NCATS).
